TAG inh = inhibitors of triacylglycerol accumulation | H9c2 cells, Nile Red lipid (TAG) fluorescence; cells loaded with 200 µM oleic acid | inhibition, % at 12.5 µM | hit rate 0.66% among 230,000 | AID 651582;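 active = pattern-corrected inhibition of lipid staining of at least 50% with the nuclear-stain viability signal not falling by more than 50%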;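 also: 0% = DMSO wells and 100% = triacsin C control wells; some results filed as inactive read as strong as hits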
TAG inh DAPI viability = recorded beside TAG inh, whose call it bears; DAPI nuclei signal change (viability), lower = more cytotoxic, %;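 whole-well DAPI fluorescence read on a plate reader as a viability signal; minus 50 percent equals half of cells still viable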
The depositor's hits bear a star. The list is partial; rates above refer to the full screens.

smiles | TAG inh | TAG inh DAPI viability
O=C(CSc1ccccn1)N1CCN(c2ncc(C(F)(F)F)cc2Cl)CC1 | -9 | -1
CCOC(=O)c1ccc(NC(=O)CN2C(=O)NC3(CCC(C)CC3)C2=O)cc1 (stereo not given) | -14 | 5
COC(=O)C1=C(C)N(c2ccc(Cl)c(Cl)c2)C(=O)C1 | 24 | -14
COc1ccc(N(Cc2cc3ccc(C)cc3[nH]c2=O)C(C)=O)cc1 | -20 | 3
O=C(CCC1N=C2c3ccccc3N=C(SCc3ccc(Cl)cc3)N2C1=O)NCc1ccco1 (stereo not given) | -10 | 16
Cc1cc(C(=O)COc2cccc3cccnc23)c(C)n1C | -10 | 3
CCC(=O)Nc1ccc(-c2nnc(SCC(=O)N3CCCCC3)n2C)cc1 | 14 | -14
CC(=O)C1=C(C)NC(=O)NC1c1ccc(Cl)cc1 (stereo not given) | -15 | 9
COc1ccccc1Oc1ccc(N/C=C/C(=O)C(C)(C)C)cc1 | -2 | 0
CC1SC(=NC(=O)C(C)N2C(=O)c3ccccc3C2=O)NC1=O (stereo not given) | -10 | -3
Cc1ccc(S(=O)(=O)N(C)C)cc1NC(=O)COC(=O)c1cccs1 | 7 | 1
CCc1ccc[n+](-c2nc([O-])sc2C=O)c1 | -1 | 11
O=C(O)Cc1ccc(NC(=O)Nc2cccc3ccccc23)cc1 | -7 | -2
CCn1c(SCC(=O)C(C)(C)C)nnc1-c1ccccc1OC | 6 | 1
CCOC(=O)c1oc2ccccc2c1NC(=O)CCl | -10 | 5

(listing goes on)
smiles | TAG inh | TAG inh DAPI viability
CCOc1cc(N2CCOCC2)c(OCC)cc1NC(=O)c1ccc(C)cc1 | -3 | 15
Cn1cccc1/C=C1/SC(=O)N(CC(=O)N2CCCC2)C1=O | -1 | 2
Cc1c(C(=O)OCC(=O)N(C)C2CCS(=O)(=O)C2)oc2ccc(Br)cc12 (stereo not given) | -2 | 7
CC1CN(Cc2nc3c(c(=O)n(C)c(=O)n3C)n2Cc2ccccc2)CC(C)O1 (stereo not given) | 16 | 1
CCc1ccc(NC(=O)CSc2nc(=O)n(CCCN3CCOCC3)c3c2CCC3)cc1 | 21 | 3
CCOc1ccc2nc(NC(=O)c3ccc(C)o3)sc2c1 | 1 | 3
CC(C)CCN1C(=O)c2cccc3c(N)ccc(c23)C1=O | -52 | 8
CCCC1CCc2[nH]nc(C(=O)NN)c2C1 (stereo not given) | 10 | -2
O=C(N/N=C/c1ccc(-c2cccc([N+](=O)[O-])c2)o1)[C@H]1C[C@@H]1c1ccccc1 | -3 | 11
O=C(NCc1ccccn1)C(=O)NN=C1CCCCCCCCCCC1 | -2 | -1
COc1ccc(C(=O)/C=C/c2ccc(N3CCCCC3)c([N+](=O)[O-])c2)cc1 | -17 | 6
O=c1cc(-c2ccc(O)c(O)c2)oc2cc(O[C@@H]3O[C@H](CO)[C@@H](O)[C@H](O)[C@H]3O)cc(O)c12 | -10 | 12
C=CCOC(=O)C(C#N)c1nc2ccccc2nc1N1CCCC1 (stereo not given) | -10 | 11
COCCN=C1Sc2nc3cc4c(cc3cc2CN1CC1CCCO1)OCO4 (stereo not given) | -8 | 6
Cc1cc(SCC(=O)Nc2ccc3[nH]c(=O)[nH]c3c2)nc2ccccc12 | 4 | 1

Following part
smiles | TAG inh | TAG inh DAPI viability
COC(=O)c1ccc(NC(=O)C23CC4CC(C2)CC(n2cnc(Cl)n2)(C4)C3)cc1 | 8 | -17
O=C(COC(=O)c1ccc[nH]c1=O)NC1CCCCCC1 | -6 | -5
O=C(O)COc1ccc(S(=O)(=O)c2ccc(OCC(=O)O)cc2)cc1 | -8 | 10
CCCCN(C(=O)C1CCCC1)c1c(N)n(Cc2ccccc2)c(=O)[nH]c1=O | -3 | 1
COc1cccc(-c2cnc3c(NC=O)cc(-c4ccccc4)cn23)c1 | 17 | -31
CCNc1nc(NCC)n2c(SCC(=O)Nc3cc(Cl)ccc3OC)nnc2n1 | 12 | -7
C=CCN1CCN(c2ccncc2S(=O)(=O)N2CCCCC2)CC1 | 13 | -2
Clc1ccc(C2CC(c3cccs3)n3ncnc3N2)c(Cl)c1 (stereo not given) | -2 | -11
Cn1c(Cn2c(=O)sc3ccccc32)nnc1SCC(=O)Nc1ccc(Cl)cc1 | -1 | -8
Cc1ccc(NC(=O)COC(=O)c2cc(Cl)ccc2Cl)c(Br)c1 | -2 | 5
COc1ccc(CCN2C(=O)CC(N3CCN(C/C=C/c4ccccc4)CC3)C2=O)cc1OC (stereo not given) | -10 | 17
CC1(C)CC(=O)c2cnc3c(C#N)cnn3c2C1 | 2 | 3
O=C(NCC1CCCCC1)c1ccccc1[N+](=O)[O-] | -3 | 2
CCC(c1nnnn1C1CCCC1)N(Cc1cccs1)Cc1cc2cc(C)ccc2[nH]c1=O (stereo not given) | 19 | 10
Cn1cc(CNC(=O)COc2ccc(Cl)cc2Cl)cn1 | 24 | 2

Continued.
smiles | TAG inh | TAG inh DAPI viability
CCOC(=O)CSc1nc2ccccc2c(=O)n1CCC(=O)NCCc1ccc(OC)c(OC)c1 | 20 | -4
CCC(C)Sc1cc(-c2nc3cc(C)ccn3c2NC2CCCCC2)ccc1OC (stereo not given) | -42 | 88
CCOc1cc(/C=N/Nc2nc(N3CCCC3)nc(N3CCCC3)n2)ccc1O | 9 | 13
CNC(=O)C1(C)Cc2c(-c3ccc(NC(C)=O)cc3)ccnc2O1 (stereo not given) | 2 | 10
O=C(C1CCN(c2nnc(-n3cccc3)s2)CC1)N1CCc2ccccc2C1 | 7 | -6
CCOc1ccc(-n2c(C)nc(O)c2N=Nc2ccccc2)cc1 | 10 | 4
CSc1nc(C)c2c(c1C#N)CCCC2 | 5 | -9
Cc1ccc(O)c(C(=O)c2cnn(-c3ccccc3)c2)c1 | -11 | -1
CC(=O)Nc1ccccc1-c1cccc2nccn12 | -6 | 3
Cn1c(=S)n(CCC(=O)O)c2ccccc21 | 0 | -11
Cc1cnc(NC(=O)CCN2C(=O)C3CCCCC3C2=O)s1 (stereo not given) | 15 | -14
CN1CCN(C(=O)c2ccc3c(c2)NC(=O)C(C)(C)O3)CC1 | 20 | -12
COc1cccc(C(=O)O[C@@H]2[C@H](Cc3ccccc3)NS(=O)(=O)[C@H]3C[C@@H]4C=C[C@]23O4)c1 | 8 | 9
Cc1ccc2nc(SCC(=O)N3CCN(c4ccccc4)CC3)nc(=O)n2c1 | 8 | -3
CCn1cc(C(=O)NCCCOC(C)C)c2cc(OC)c(OC)cc2c1=O | -1 | -9

Following part
smiles | TAG inh | TAG inh DAPI viability
O=C(CCc1c[nH]c2ccccc12)N1CCCCCCC1 | -10 | 8
Cc1cccc(NC(=O)CSc2nc3ccccc3nc2N2CC(C)OC(C)C2)c1 (stereo not given) | 26 | -8
COc1ccc(/C=N/Nc2nc(-c3ccc(C)cc3)c(NC(C)=O)s2)cc1 | 19 | -7
Cc1ccc(C(=O)C(OC(=O)CNS(=O)(=O)c2ccccc2)c2ccccc2)cc1 (stereo not given) | -3 | -7
COc1cccc(C2CC(c3cccc(Br)c3)n3ncnc3N2)c1 (stereo not given) | -21 | -3
COc1ccc(C(=O)N[C@H](C(=O)Nc2nc3ccccc3[nH]2)C(C)C)cc1 | 48 | -28
Cc1nc(N)[nH]c(=O)c1CCCNc1ccc(CCCCC2(CCl)OCCO2)cc1 | -15 | -3
CC1CCN(CC(=O)Nc2ccccc2C(=O)NC2CC2)CC1 | -4 | 4
CCCCn1nc2cc(C(=O)NCC34CC5CC(CC(C5)C3)C4)ccc2c1OCC | 40 | 5
COC(=O)C1=C(NC(=O)C(C)(C)C)CCS1 | -1 | -2
C[C@@H]1CN([C@@H](C)CO)S(=O)(=O)c2ccc(Br)cc2O[C@@H]1CN(C)C(=O)NC1CCCCC1 | -7 | 4
c1ccc(CSc2nnc3ccc(-c4ccco4)nn23)nc1 | -6 | -3
Cc1ccc(-c2csc(N3CCC[C@@H]3C(=O)NCCn3c(-c4ccncc4)nc4ccccc43)n2)cc1 | 33 | -31
C/C=C/c1ccc(OCCCCn2cncn2)c(OC)c1 | -9 | -4
Cc1cc(C)c2nc(N3CCC(C(=O)NCCCN4CCCCC4)CC3)sc2c1 | 60* | 3.6*

Another view of five compounds above:
Order of values: TAG inh, TAG inh DAPI viability
COC(=O)C1=C(NC(=O)C(C)(C)C)CCS1
    -1, -2
C[C@@H]1CN([C@@H](C)CO)S(=O)(=O)c2ccc(Br)cc2O[C@@H]1CN(C)C(=O)NC1CCCCC1
    -7, 4
c1ccc(CSc2nnc3ccc(-c4ccco4)nn23)nc1
    -6, -3
Cc1ccc(-c2csc(N3CCC[C@@H]3C(=O)NCCn3c(-c4ccncc4)nc4ccccc43)n2)cc1
    33, -31
C/C=C/c1ccc(OCCCCn2cncn2)c(OC)c1
    -9, -4

Following part:
smiles | TAG inh | TAG inh DAPI viability
COC(=O)c1c(NC(=O)C2COc3ccccc3O2)sc2c1CCN(C(=O)OC)C2 (stereo not given) | 0 | 3
Cn1c(SCC(N)=O)nnc1C1CCN(S(=O)(=O)c2ccccc2C(F)(F)F)CC1 | 10 | -8
Cc1nnc(N2C(=O)c3oc4ccccc4c(=O)c3C2c2ccco2)s1 (stereo not given) | 7 | 0
Cc1cc(C(=O)O)ccc1-n1c(C)cc(C=C2C(=O)c3ccccc3C2=O)c1C | -2 | -1
Cc1ccc(C(=O)N2CC(C)CC(C)C2)cc1NC1=NC2CS(=O)(=O)CC2S1 (stereo not given) | -13 | -5
Cc1[nH]c2ccccc2c1C(=O)C(C)Sc1nnc(C2CC2)o1 (stereo not given) | -26 | 6
C/C(=N\NC(=O)c1ccc2ccccc2c1)c1cccnc1 | 3 | -10
O=[N+]([O-])c1cc(Cl)ccc1Nc1ccccc1 | 5 | -3
Cc1c(C=O)c2ccccc2n1CC(=O)N1CCc2ccccc2C1 | 8 | -2
CN(C(=O)CSc1nnc(Nc2ccccc2F)s1)C1CCS(=O)(=O)C1 (stereo not given) | 0 | -1
CN(CC(=O)Nc1cccc(F)c1)C(=O)CCc1nc2cc(S(=O)(=O)N3CCOCC3)ccc2n1C | 3 | -4
O=C1/C(=C\c2ccccc2Cl)SC(=S)N1CCC(=O)N1CCCc2ccccc21 | 12 | -8
CCn1ccnc1[C@@H]1C[C@H]2CN(c3ccccc3OC)C(=O)[C@]23CCCN13 | 2 | 2
CCC(=O)Nc1ccc(Cl)c(NC(=S)NC(C)=O)c1 | -3 | -4
O=C(CN1C(=O)NC2(CCCCCCC2)C1=O)Nc1ccc(OC(F)F)cc1 | -12 | -5

Copied from the list:
Result of `Cc1cc(C(=O)O)ccc1-n1c(C)cc(C=C2C(=O)c3ccccc3C2=O)c1C` in TAG inh DAPI viability: -1
Result of `CCn1ccnc1[C@@H]1C[C@H]2CN(c3ccccc3OC)C(=O)[C@]23CCCN13` in TAG inh: 2
Result of `Cn1c(SCC(N)=O)nnc1C1CCN(S(=O)(=O)c2ccccc2C(F)(F)F)CC1` in TAG inh DAPI viability: -8
Result of `O=C1/C(=C\c2ccccc2Cl)SC(=S)N1CCC(=O)N1CCCc2ccccc21` in TAG inh DAPI viability: -8

Entries of single compounds, quoted from the list. Order of screens: TAG inh | TAG inh DAPI viability
`Cc1ccc(C(=O)N2CC(C)CC(C)C2)cc1NC1=NC2CS(=O)(=O)CC2S1` (stereo not given) is listed as -13 | -5
`O=[N+]([O-])c1cc(Cl)ccc1Nc1ccccc1` is listed as 5 | -3
`CN(CC(=O)Nc1cccc(F)c1)C(=O)CCc1nc2cc(S(=O)(=O)N3CCOCC3)ccc2n1C` is listed as 3 | -4
`CCC(=O)Nc1ccc(Cl)c(NC(=S)NC(C)=O)c1` is listed as -3 | -4

The list continues.
smiles | TAG inh | TAG inh DAPI viability
CC1(C)CC(C)(c2ccc(O)cc2O)N(c2cccc(Cl)c2)C(=S)N1 (stereo not given) | 31 | -21
Cc1ccc2c(c1)CCCN2C(=O)c1cc(C)on1 | -7 | -9
O=S(=O)(/N=C(/Sc1ccccc1)c1ccccc1)c1ccccc1 | 5 | 8
Cn1c(=O)c2c(nc(N3CCNCC3)n2Cc2ccccc2Cl)n(C)c1=O | 4 | -29
Nc1ncnc(SCc2c(F)cccc2Cl)n1 | 1 | -1
CCOC(=O)c1ccc(NC(=O)Nc2ccc(OC)c(OC)c2)cc1 | 15 | -5
O=S(=O)(/C=C/c1ccccc1)Nc1ccc2c(c1)OCO2 | 0 | -7
O=C(COC(=O)/C=C/c1ccccc1Cl)NCCNC(=O)COC(=O)/C=C/c1ccccc1Cl | -22 | 1
CCOc1ccc(CN(C)CCc2ccccn2)cc1 | 0 | -3
O=C(Nc1cccc(S(=O)(=O)NC2=NCCC2)c1)C1CCC1 | 6 | -2
CC1(C(=O)NS(=O)(=O)c2cccc(C#N)c2)CCN1C(=O)C1CCCCC1 (stereo not given) | 8 | -10
Nc1ncnc2c1ncn2C1CCCC1 | 9 | -7
CCN1c2ccccc2-c2nc3ccccc3n2C1c1ccncc1 (stereo not given) | 2 | -11
O=C(c1cn(-c2ccccc2)nc1-c1ccncc1)n1nnc2ccccc21 | -25 | -6
c1ccc2c(c1)oc1c(NCCCn3ccnc3)ncnc12 | 6 | 1

Next structures:
smiles | TAG inh | TAG inh DAPI viability
O=[N+]([O-])c1ccc(S(=O)(=O)Nc2cccc(-c3ccc(N4CCCC4)nn3)c2)cc1 | 8 | -7
CC(C)(C)NC(=O)CN(C(=O)CS(=O)CC(=O)Nc1ccc(F)cc1)c1cccc(F)c1 (stereo not given) | 11 | -12
O=C(O)c1ccc2c(=O)n(-c3ccc(F)cc3)c(=S)[nH]c2c1 | 9 | -2
COc1ccccc1CN1CCNC(=O)C1CC(=O)N(C)Cc1nc(C)cs1 (stereo not given) | 1 | 1
Nc1nc(Nc2cccc(Cl)c2)nc(NCc2ccco2)c1[N+](=O)[O-] | 32 | -12
CCOC(=O)CN(C(=O)c1ccccc1)c1ccccc1C | -14 | -13

From PubChem BioAssay
